Screens from PubChem BioAssay.
PREPL inh – inhibits the human prolyl oligopeptidase-like enzyme; Q4J6C6; recombinant PREPL, fluorescence polarization activity-based probe; inhibition, % at 5.96 µM; hit rate 0.68% among 320,000; AID 2751; in the data active = inhibition above about 43%;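 also: 0% = enzyme with DMSO and 100% = wells lacking enzyme; many of its hits are not listed in these tables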
Target sequence (Q4J6C6 whole entry, looked up): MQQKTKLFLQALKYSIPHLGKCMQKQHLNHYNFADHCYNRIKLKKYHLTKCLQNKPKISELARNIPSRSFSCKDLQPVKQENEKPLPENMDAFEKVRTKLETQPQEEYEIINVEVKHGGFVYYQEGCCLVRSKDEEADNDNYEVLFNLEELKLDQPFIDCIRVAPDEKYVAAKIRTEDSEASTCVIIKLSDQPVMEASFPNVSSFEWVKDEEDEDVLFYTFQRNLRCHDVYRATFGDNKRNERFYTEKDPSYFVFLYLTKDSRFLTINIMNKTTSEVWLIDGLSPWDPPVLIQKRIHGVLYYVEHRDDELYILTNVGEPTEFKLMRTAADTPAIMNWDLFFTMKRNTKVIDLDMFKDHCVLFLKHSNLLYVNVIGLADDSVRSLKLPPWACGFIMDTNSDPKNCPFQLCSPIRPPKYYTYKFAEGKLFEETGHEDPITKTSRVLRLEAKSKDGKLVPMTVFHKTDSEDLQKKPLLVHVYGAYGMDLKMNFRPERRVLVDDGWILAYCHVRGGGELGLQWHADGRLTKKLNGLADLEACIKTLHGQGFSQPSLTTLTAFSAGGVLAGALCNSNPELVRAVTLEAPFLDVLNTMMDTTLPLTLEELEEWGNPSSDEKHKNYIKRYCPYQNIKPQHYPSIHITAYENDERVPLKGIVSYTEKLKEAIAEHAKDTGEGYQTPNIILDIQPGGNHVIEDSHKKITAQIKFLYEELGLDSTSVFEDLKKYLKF
CTSL1 counter – cathepsin L1 inhibition, PFM18AAP counter-screen; recombinant F. hepatica cathepsin L1, Z-Leu-Arg-MCA fluorescence; inhibition, % at 5.96 µM; hit rate 0.49% among 300,000;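 active = inhibition above the mean of all tested compounds plus 3 SD, set per screening campaign, cut at about 17% in these data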;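 also: 0% = plate median of test compound wells and 100% = 1 µM Z-Phe-Ala-diazomethylketone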
Efflux pump inh – antifungal efflux pump inhibition, Nile Red retention | inhibition, % at 10 µM | AID 485275 | hit rate 0.44% among 330,000 | S. cerevisiae Candida pump triplex;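 active = plate passing quality check with inhibition over a set limit, or well fluorescence over plate mean plus 4 SD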;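 also: Nile Red retained in pooled yeast measured as flow cytometry median fluorescence; 0% = buffer negative control and 100% = Enniatin B positive control; higher means more Nile Red kept so more efflux inhibition; some compounds called inactive have numbers as strong as hits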
PP5 inh – inhibitors of human protein phosphatase 5 (PP5); P53041; purified PP5c, OMFP substrate fluorescence; inhibition, % at 6.7 µM; hit rate 0.18% among 320,000; AID 1987;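 active = inhibition above the campaign's mean inhibition across all tested compounds plus 3 SD, cut at about 9.5% in these data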;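 also: 0% = DMSO only and 100% = 100 µM cantharidin control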
JMJD2C inh – blocks human GASC-1 demethylase activity; Q9H3R0; inhibition, % at 2.35 µM; GST-JMJD2C(1-420) H3K9me3 demethylation, DELFIA europium; hit rate 0.069% among 330,000;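 active = more than half of a compound's replicate wells show inhibition beyond 50%, single wells judged on their own value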;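 also: signal counts dimethyl H3K9 product captured on neutravidin plate; 0% = median of DMSO wells and 100% = 0.3 times that DMSO median; strong numbers were not always called active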
PP1 counter – counter-screen for PP5 inhibitors: inhibitors of human PP1-alpha. P62136. purified PP1alpha, OMFP fluorescence. inhibition, % at 6.7 µM. hit rate 0.9% among 320,000. AID 2235;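 active = inhibition above the mean inhibition of all tested compounds plus 3 SD, computed separately for each screening campaign, cut at about 15% in these data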
TPT1 inh – C. albicans TPT1 enzyme inhibition | recombinant caTPT1, FP RNA substrate dephosphorylation | inhibition, % at 5 µM | hit rate 0.81% among 300,000;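 active = inhibition above the mean of all tested compounds plus 3 SD, set per screening campaign, cut at about 24% in these data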;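 also: plate controls were DMSO alone for no effect and ferristatin control at 100 nM for full effect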
HCV core dimer – blocks dimerization of HCV core protein | TR-FRET GST/Flag-core106 dimerization, 1536-well | inhibition, % at 5 µM | hit rate 0.33% among 300,000 | AID 1899;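 active = inhibition above the mean of all tested compounds plus 3 SD, set per screening campaign, cut at about 45% in these data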
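Assay system: tagged HCV core106 pair (GST and Flag); medium: KF-containing HEPES buffer, pH 7.45, DTT, CHAPS, BSA; also added: Eu donor and XL665 acceptor anti-tag antibodies; dosing: 5 µM single dose; timing: compound-protein-antibody incubation 4 h at 22.5 °C; signal: TR-FRET 671 and 617 nm emission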
LYPLA2 counter – counter-screen for PME1 inhibitors: inhibitors of human LYPLA2; hit rate 0.38% among 320,000; inhibition, % at 5.9 µM; recombinant LYPLA2, FP-Rh probe fluorescence polarization;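 active = inhibition above the screen-wide mean plus 3 SD, limit set per campaign, cut at about 26% in these data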;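 also: 0% = LYPLA2 with DMSO and 100% = wells lacking LYPLA2 enzyme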
Target sequence (O95372 whole entry, looked up): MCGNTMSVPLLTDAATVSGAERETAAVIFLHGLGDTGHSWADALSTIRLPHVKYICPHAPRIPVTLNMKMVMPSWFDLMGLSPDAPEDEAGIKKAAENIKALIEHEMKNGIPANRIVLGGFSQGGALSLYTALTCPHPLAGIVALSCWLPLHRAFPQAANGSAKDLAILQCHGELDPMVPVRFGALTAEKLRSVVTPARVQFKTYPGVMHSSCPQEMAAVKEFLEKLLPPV
An asterisk follows results filed as active; i = inactive; . = not tested or not shown. Not all compounds are listed; count on the stated rates, not on these rows.

The line under a structure holds: PREPL inh, CTSL1 counter, Efflux pump inh, PP5 inh, JMJD2C inh, PP1 counter, TPT1 inh, HCV core dimer, LYPLA2 counter
- COc1ccc(C(=O)OCC(=O)Nc2ccc3[nH]c(=O)[nH]c3c2)c(OC)c1OC
    -2, 4, 0.1, 0.2, -6, -6, -2, -11, 5
- Cc1cc(C)c(C)c(S(=O)(=O)N2CCN(C(=O)c3cc(=O)[nH]c4ccccc34)CC2)c1C
    -25, 2, 0.0, 1.5, -14, 3, -4, 6, 6
- COC(=O)c1sc2ncccc2c1OCc1c(Cl)cccc1Cl
    -11, 1, 0.1, 1.8, 7, -1, 5, 0, 4
- Cc1cc2c(cc1C)N(C(=O)CN1C(=O)c3ccccc3C1=O)C(C)(C)c1ssc(=S)c1-2
    14, -2, 0.1, 1.0, 1, -11, 5, 21, -8
- CCOC(=O)c1ccccc1NC(=O)COC(=O)CN1C(=O)C2CC=CCC2C1=O (stereo not given)
    17, 1, -0.4, 1.6, -8, -1, -2, -5, 3
- COc1ccccc1NC(=O)N1CCCC1C(=O)NCc1ccccc1 (stereo not given)
    10, -8, -0.1, 1.6, 2, -3, -2, -7, 5
- Cc1cc(C(=O)Nc2ccc(Cl)cc2)on1
    -15, -6, 0.0, 1.4, 0, 0, 4, 2, -8
- Cc1ccccc1NC(=O)CSc1[nH]c(=O)cc(C)c1C#N
    6, -2, 0.0, 0.1, -178, 1, 2, 1, -5
- CC1CN(C(=O)c2ccc(Oc3ccccc3)cc2)CC(C)O1 (stereo not given)
    19, -1, 0.1, 0.9, -28, -1, 2, 2, -1
- NC(=S)N/N=C1\CCOc2ccc(Cl)cc21
    7, 63*, 0.2, 0.3, -13, -3, 1, 1, -2
- CN1CCN(CC(=O)N2c3ccccc3C(C)(c3ccc(Cl)cc3)CC2(C)C)CC1 (stereo not given)
    39, 2, 0.0, -4.2, -11, -7, 1, -13, 0
- COc1ccc(OC)c(N(CC(=O)NCCSCc2ccc(C)cc2)S(C)(=O)=O)c1
    11, 4, 0.4, 2.7, 7, -4, 1, 1, 7
- COc1ccc(OC[C@@H](O)CNC(=O)c2cccc3c2C(=O)c2ccc(Cl)cc2S3(=O)=O)cc1
    22, ., -0.1, 2.4, -3, 0, ., ., 0
- O=C(OCCc1cc2ccccc2c(=O)o1)c1ccco1
    17, ., 0.1, -4.0, -7, -2, ., ., 9
- NCCCC[C@@H](C(=O)N1CCNCC1)n1cc(CCC(=O)O)nn1
    -2, 1, 0.0, -0.2, 1, -1, 0, 5, -11
- Cc1ccc(S(=O)(=O)N2CCN(CC(=O)NC3CCCc4ccccc43)CC2)c(C)c1 (stereo not given)
    12, 5, -0.1, 3.5, -5, 3, -5, 0, -4
- O=C1C2C3c4ccccc4C(c4ccccc43)C2C(=O)N1/N=C/c1cccc(O)c1 (stereo not given)
    -37, -1, 0.1, 4.2, 1, -1, -1, 0, -2
- CCOC(=O)C(NC(C)=O)C(=O)Nc1ccc(C)cc1C (stereo not given)
    -2, -2, 0.1, 1.6, -3, -1, 1, 1, 0
- CCOc1ccccc1C(=O)Nc1ccc2c(c1)C(=O)NC2=O
    -2, -2, 0.0, 2.9, 6, -3, 1, 0, -4
- O=C(Cc1ccc(Cl)cc1)c1c[nH]c(C(=O)NCCCN2CCOCC2)c1
    -11, 5, 0.0, -1.2, 16, -5, -1, -4, -4
- COc1ccc(CN(CC(=O)NC2CCCCC2)C(=O)CCC(=O)Nc2nccs2)cc1
    -2, 0, 0.1, 0.1, 7, -2, 2, 5, 6
- CN1CCO/C1=C(\C(Cl)=C(Cl)Cl)[N+](=O)[O-]
    -4, 1, 0.0, 1.2, -5, 5, -2, -2, -1
- CC1Cc2ccccc2N1C(=O)CN1C(=O)NC(C)(CCc2ccccc2)C1=O (stereo not given)
    11, 4, 0.0, 2.9, 1, 0, 2, 1, -4
- CCCN1CCN(CCCNC(=O)CN2C(=O)C(CC)Oc3ccccc32)CC1 (stereo not given)
    -4, -5, -0.1, -2.0, 26, 5, -2, -1, 2
- Cn1c(N2CCCC2)nc2c1c(=O)[nH]c(=O)n2C
    10, 1, 0.0, 0.7, 11, -2, -5, -5, -1
- Cn1c(=O)n(C)c2cc([N+](=O)[O-])c(N3CCN(C(=O)c4ccccc4)CC3)cc21
    -5, -4, -0.1, 1.2, 3, 1, 2, 2, 0
- CC1CCN(CC(O)COc2ccc(-c3ccccc3)cc2)CC1 (stereo not given)
    32, 2, 0.1, 1.9, 4, -2, 0, -2, 4
- Brc1ccc(Nc2nc3ccccc3n3nnnc23)cc1
    6, 0, -0.1, 0.3, -8, 4, -2, 19, -12
- CNC(=O)COC(=O)CNC(=O)c1cc(Cl)cc([N+](=O)[O-])c1
    4, 0, -0.1, 0.0, 16, -2, 2, -1, 4
- CS(=O)(=O)N(CC(=O)NCC1CCCO1)c1ccc(F)c(Cl)c1 (stereo not given)
    11, -2, 0.2, -3.6, -44, 1, -12, 2, 10

By substructure: the entries above containing four or more nitrogen atoms
The line under a structure holds: PREPL inh, CTSL1 counter, Efflux pump inh, PP5 inh, JMJD2C inh, PP1 counter, TPT1 inh, HCV core dimer, LYPLA2 counter
- NCCCC[C@@H](C(=O)N1CCNCC1)n1cc(CCC(=O)O)nn1
    -2, 1, 0.0, -0.2, 1, -1, 0, 5, -11
- COc1ccc(CN(CC(=O)NC2CCCCC2)C(=O)CCC(=O)Nc2nccs2)cc1
    -2, 0, 0.1, 0.1, 7, -2, 2, 5, 6
- CCCN1CCN(CCCNC(=O)CN2C(=O)C(CC)Oc3ccccc32)CC1 (stereo not given)
    -4, -5, -0.1, -2.0, 26, 5, -2, -1, 2
- Cn1c(N2CCCC2)nc2c1c(=O)[nH]c(=O)n2C
    10, 1, 0.0, 0.7, 11, -2, -5, -5, -1
- Cn1c(=O)n(C)c2cc([N+](=O)[O-])c(N3CCN(C(=O)c4ccccc4)CC3)cc21
    -5, -4, -0.1, 1.2, 3, 1, 2, 2, 0
- Brc1ccc(Nc2nc3ccccc3n3nnnc23)cc1
    6, 0, -0.1, 0.3, -8, 4, -2, 19, -12

(continued)
The line under a structure holds: PREPL inh, CTSL1 counter, Efflux pump inh, PP5 inh, JMJD2C inh, PP1 counter, TPT1 inh, HCV core dimer, LYPLA2 counter
- O=C(CN1CCOCC1)Nc1nc(-c2ccccc2Cl)cs1
    11, -8, 0.1, 1.2, 96, 0, -2, -4, 7
- Cc1ccccc1NC(=O)CCC(=O)N/N=C/c1cc([N+](=O)[O-])ccc1O
    6, 4, 0.1, 1.8, -12, 5, 0, -6, 1
- O=C1CCC(C(=O)N2CCCCO2)CN1Cc1ccc(Cl)cc1 (stereo not given)
    7, -3, 0.1, -0.9, -4, 1, -2, -11, 2
- CCN(CC)Cc1nc2c(c(=O)[nH]1)C(CC)(CC)Cc1ccccc1-2
    2, 1, 0.7, 1.2, -13, 2, 0, 1, -1
- Brc1ccc(/C=N/n2cnnc2)s1
    0, 3, -0.1, 0.9, -41, -3, -2, -2, -1
- COc1ccccc1N1CCN(S(=O)(=O)c2cc(C)sc2C)CC1
    20, -2, 0.1, 0.3, -14, -2, -2, 23, 7
- C=CCN1C(=O)c2ccc(C(=O)NCCc3ccc(OC)c(OC)c3)cc2C1=O
    3, 0, -0.1, 3.0, -22, -1, -3, 0, 11
- NC(=NCCc1ccccc1)NS(=O)(=O)c1ccccc1F
    -13, -6, 0.0, -1.3, 31, -1, 0, 0, -1
- Cc1cc(C)c(S(=O)(=O)c2ccccc2)c(OC(=O)c2cc(F)c(F)cc2Cl)n1
    -5, -1, 0.0, -1.9, 16, 0, 1, 6, 0
- Cc1cccc(NC(=O)CCCc2ccccc2)c1C
    -2, -1, 0.0, 0.5, 7, -3, -4, 5, 8
- Cc1c(C(=O)NC(=S)NCC(C)C)oc2ccccc12
    -1, -1, -0.2, -0.8, 2, -1, -3, 1, -5
- CCOc1ccccc1N(CC(=O)NCC1CCCO1)C(=O)CNS(=O)(=O)c1ccccc1 (stereo not given)
    7, 0, 0.2, 2.9, i, 0, 1, 1, 5
- Cc1cc(C)c(NC(=O)C2=COCCO2)c(C)c1
    2, 1, 0.1, -2.0, 7, -4, 4, -2, 2
- CCN1C(=O)N[C@@H](CCc2ccccc2)[C@H](C(C)=O)[C@H]1C
    -1, 0, ., 1.6, 8, -2, -2, 9, -6
- Cc1onc(-c2c(F)cccc2Cl)c1C(=O)NNC(=O)C1CCN(Cc2ccccc2)CC1
    31, -8, 0.2, 0.8, -12, -1, 1, 1, -7
- CC(=O)c1c(C)c2c(n1CCN(C)C)CCCC2
    -6, 0, 0.1, 2.2, -6, -2, 8, -4, -2
- COc1ccc(NC(=O)Nc2nnc(CC(=O)NCc3ccccc3)s2)cc1
    9, 5, -0.1, 4.8, 4, 16*, -3, -3, -8
- CC1(C)Cc2ccccc2-c2nc(NN)[nH]c(=O)c21
    7, -3, 0.1, -0.7, -23, -4, 1, 2, -8
- N#CCSc1nc2ccccc2c(=O)n1CCCC(=O)NCC1CCCO1 (stereo not given)
    -3, 1, -0.1, -1.2, -2, 0, -2, 6, 0
- CC(C)NC(=O)C(=O)NCCN1CCN(C(=O)c2ccc(C(C)(C)C)cc2)CC1
    4, 2, 0.1, -0.8, 11, -3, 0, -2, 20
- C=CCNC(=O)C1CCN(S(=O)(=O)c2ccccc2)CC1
    8, 2, 0.1, 2.2, -26, -1, 3, 0, 2
- O=C(CC(NC(=O)c1ccccc1Cl)c1ccccc1)NC1=NCCS1 (stereo not given)
    10, 6, 0.0, -2.5, -7, -6, 3, -2, -3
- CC(NC(=O)NC1CCCCC1)c1ccccc1 (stereo not given)
    2, -2, -0.1, -1.6, 1, 2, 0, -10, 9
- O=C1NC(c2ccc(Br)cc2)=N/C1=C/c1ccco1
    6, 0, -0.1, 1.8, 5, -3, 4, -6, -10
- COc1ccc2[nH]c(C(=O)Nc3ccc(F)cc3Br)cc2c1
    4, 1, 0.0, 2.7, -12, -2, -4, 24, 7
- CC(Oc1ccc(Cl)cc1Cl)C(=O)Nc1ccc2oc(-c3ccncc3)nc2c1 (stereo not given)
    -6, 1, 0.3, 4.1, 2, 4, -1, -5, -1
